High-throughput results: PubChem BioAssay, National Center for Advancing Translational Sciences (NCATS)
POLI inh: qHTS for Inhibitors of Polymerase Iota | Pol iota fluorescent replication assay, 10 min | Potency, µM (doses to about 115 µM), for the others: at the top dose activity, negative = inhibition, hits mostly inhibitors | AID 588590, 2011 | hit rate 1% among 390,000; also: potency is read from the fitted curve at half-maximal effect
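Fluorescent replication assay read twice, at 0 min and 10 min after adding 50 nM (final) substrate. Enzyme (10 nM) and compounds were first incubated 15 min at room temperature; enzyme-free buffer wells were negative controls.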
APE1 inh: qHTS Assay for Inhibitors of the Human Apurinic/apyrimidinic Endonuclease 1 (APE1); DNA repair nuclease/redox regulator APEX1 (Homo sapiens), P27695; recombinant APE1, TAMRA/BHQ-2 abasic DNA cleavage fluorescence; Potency, µM (titrated, usually from 65.8 µM), without a hit: at the highest dose activity change, negative = inhibition, most hits filed as inhibitors; hit rate 0.35% among 350,000;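 also: potency is read from the fitted curve at half-maximal effect; plate controls were vehicle for no effect and reference inhibitor for full effect; nearly all actives have a fitted effect of over 55% in size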
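Step 1: APE1 (0.75 nM) with compound, 15 min RT. Step 2: add 50 nM fluorophore/quencher THF duplex. Step 3: three fluorescence reads 60 s apart (525/598 nm); read 3 minus read 1 = reaction progress.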
LDHA block: qHTS assay for inhibitors of human lactate dehydrogenase; purified LDHA, NADH/diaphorase-resazurin fluorescence; active compounds read low; hit rate 0.15% among 480,000; L-lactate dehydrogenase A chain (Homo sapiens), P00338; activity change, % (values are at about 110 or 230 µM); in the data active = activity change below about -30%; inconclusive = mostly about -25% to -30%;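 also: plate controls were DMSO wells for no effect and wells without enzyme for full effect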
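Resorufin fluorescence (ex540/em590), read at 0 and 20 min after diaphorase/resazurin addition, reports the NADH left after a 5 min room-temperature reaction of 2 nM human LDH5 with 0.06 mM NADH and 0.2 mM pyruvate.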
POLB inh: qHTS Assay for Inhibitors of DNA Polymerase Beta. Pol beta primer extension/strand displacement, fluorescence kinetic. Potency, µM (titrated, usually from 114 µM), for the others: top-dose activity change, negative = inhibition, most hits filed as inhibitors. hit rate 1.3% among 340,000; also: potency is read from the fitted curve at half-maximal effect; % is scaled to controls: 0 for no effect and ±100 for the full control effect
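Homogeneous kinetic assay of primer extension and strand displacement by 10 nM Pol beta, preincubated 15 min at room temperature with compound before 50 nM substrate (final) was added. Read at 0 and 10 min; four-parameter Hill fit.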
Pol eta inh: qHTS for Inhibitors of Polymerase Eta | DNA polymerase eta (Homo sapiens), Q9Y253 | recombinant Pol eta, fluorescent DNA replication assay | Potency, µM (series often up to 114 µM), for inactives: at the top dose activity change, negative = inhibition, hits mostly inhibitors | hit rate 1.2% among 390,000 | AID 588591, 2011; also: potency is read from the fitted curve at half-maximal effect; % is scaled to controls: 0 for no effect and ±100 for the full control effect
Target sequence (Q9Y253 whole entry, looked up): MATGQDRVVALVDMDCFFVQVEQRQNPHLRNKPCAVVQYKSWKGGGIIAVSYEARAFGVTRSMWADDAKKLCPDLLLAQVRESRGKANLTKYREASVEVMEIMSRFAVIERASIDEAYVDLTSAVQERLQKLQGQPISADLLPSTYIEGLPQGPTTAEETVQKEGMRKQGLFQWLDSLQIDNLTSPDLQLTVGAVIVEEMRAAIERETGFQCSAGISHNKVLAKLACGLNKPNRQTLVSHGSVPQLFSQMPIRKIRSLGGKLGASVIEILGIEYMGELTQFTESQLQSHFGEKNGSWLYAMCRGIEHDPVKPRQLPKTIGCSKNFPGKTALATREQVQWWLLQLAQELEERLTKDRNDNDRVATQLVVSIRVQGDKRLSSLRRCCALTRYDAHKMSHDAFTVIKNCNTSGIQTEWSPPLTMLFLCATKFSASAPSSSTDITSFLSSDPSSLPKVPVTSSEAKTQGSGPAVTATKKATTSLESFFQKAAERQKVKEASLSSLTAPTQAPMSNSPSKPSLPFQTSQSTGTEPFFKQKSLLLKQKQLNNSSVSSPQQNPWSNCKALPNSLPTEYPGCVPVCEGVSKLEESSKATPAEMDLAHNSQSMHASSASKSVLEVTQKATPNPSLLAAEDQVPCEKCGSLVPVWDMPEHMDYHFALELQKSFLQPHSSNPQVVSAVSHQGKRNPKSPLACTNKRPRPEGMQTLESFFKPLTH
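Pol eta at 10 nM preincubated with compounds 15 min at room temperature; reaction started with fluorescent substrate (50 nM final) and read kinetically at 0 and 10 min.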
Pol kappa inh: qHTS for Inhibitors of Polymerase Kappa | DNA polymerase kappa (Homo sapiens), Q9UBT6 | purified Pol kappa, fluorescent DNA synthesis assay, 10 min | Potency, µM (doses to about 107 µM), without a hit: at the highest dose activity, negative = inhibition, hits mostly inhibitors | hit rate 0.53% among 400,000; also: potency is read from the fitted curve at half-maximal effect; % is scaled to controls: 0 for no effect and ±100 for the full control effect
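Fluorescent qHTS in 1536-well format: enzyme (10 nM) and compound sat 15 min at room temperature before 50 nM substrate (final) was added. Signal taken at 0 and 10 min; no-enzyme buffer wells were negative controls.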
Apoferritin bind: qHTS Assay for Identification of Novel General Anesthetics; Ferritin light chain (Equus caballus), P02791; apoferritin/1-aminoanthracene competitive binding, fluorescence; Potency, µM (highest dose often 77.5 µM), for the others: top-dose activity change, negative = displacement, hits mostly inhibitors; hit rate 0.074% among 350,000; AID 485281, 2010; also: potency is read from the fitted curve at half-maximal effect; % is scaled to controls: 0 for no effect and ±100 for the full control effect; nearly all actives have a fitted effect of over 20% in size
Target sequence (P02791 2-175 limits assumed): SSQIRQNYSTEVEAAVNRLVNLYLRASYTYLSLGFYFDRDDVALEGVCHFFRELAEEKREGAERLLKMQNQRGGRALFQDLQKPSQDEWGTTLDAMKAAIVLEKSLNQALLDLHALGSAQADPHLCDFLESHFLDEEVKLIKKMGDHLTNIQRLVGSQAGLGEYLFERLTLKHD
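Horse-spleen apoferritin (10 uM) was mixed with 50% saturated 1-aminoanthracene in PBS, exposed to compounds for 10 min at room temperature, and read for fluorescence (ex 380 nm, em 535 nm). Competitive displacement was fitted with a four-parameter Hill equation.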
BLM helicase inh: qHTS Assay for Inhibitors of Bloom's syndrome helicase (BLM); RecQ-like DNA helicase BLM (Homo sapiens), P54132; recombinant BLM DNA unwinding, fluorescence dequenching; Potency, µM (highest dose often 56.1 µM), for inactives: at the top dose activity change, negative = inhibition, actives largely listed as inhibitors; hit rate 0.2% among 350,000; AID 2528, 2010;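 also: potency is read from the fitted curve at half-maximal effect; plate controls were vehicle for no effect and no enzyme for full effect; nearly all actives have a fitted effect of over 35% in size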
GRP78 ERSR act: qHTS for Inducers of the Endoplasmic Reticulum Stress Response (ERSR) in Human Glioma: qHTS; U87-MG GRP78 promoter luciferase reporter, 16 h; Potency, µM, for inactives: top-dose activation, most hits filed as activators; hit rate 0.02% among 420,000; AID 602332, 2012; also: potency is read from the fitted curve at half-maximal effect; series mostly up to about 76 µM; % of control where 0% means no effect; nearly all actives have a fitted effect of over 35% in size
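Stably transfected U87-MG human glioma cells carrying a GRP78-based luminescent sensor were seeded at 1000 cells/well, pin-dosed with compounds and incubated 16 h. Luciferase reagent was then added, and end-point luminescence was read after 10 min at room temperature.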
* hit, by the source's call; ? = inconclusive; . = not tested or not shown; & = joins results of further samples; [ ] = dose if it differs, or a comment. Unless noted, calls follow the shape of the dose curve; as a rule, active = well fitted curve in the direction sought with a large enough effect; inconclusive = small, poorly fitted or top-dose-only effect, or another doubt; inactive = no such curve, though single readings can be large; an effect the other way counts as inactive or inconclusive. Only part of the results is shown, so the mix of outcomes need not match the whole.

SMILES	POLI inh	APE1 inh	LDHA block	POLB inh	Pol eta inh	Pol kappa inh	Apoferritin bind	BLM helicase inh	GRP78 ERSR act
CN(Cc1c(F)cccc1Cl)C(=O)c1ccc(NS(=O)(=O)c2ccc3[nH]c(=O)[nH]c3c2)cc1	39%[activator]	38%	-4	.	1%	-16%	.	.	-4%
CCN(CC)C1CCN(C(=O)CCn2nnnc2CN2CCOCC2)C1 (stereo unspecified)	18%	-8%	-4	3%	4%	-2%	-6%	-2%	3%
CCN1CCN(C(=S)c2ccc(OCC(=O)Nc3ccc(OC)cc3)cc2)CC1	8%	.	-3	.	-1%	-13%	.	.	-2%
O=C(CSc1nc(-c2ccccc2)cs1)Nc1ccccc1[N+](=O)[O-]	-1%	-5%	-5	-14%	-20%	-1%	-6%	-11%	0%
CCN(CC)CCNC(=O)C1c2ccccc2Oc2ccccc21	-5%	54%[activator]	-1	11%	-18%	-22%	1%	-2%	0%
CCCCn1nc2cc(C(=O)NCc3ccc4c(c3)OCO4)ccc2c1OCC	-23%	-1%	2	2%	-11%	10%	-7%	-9%	-1%
O=c1c(O)cccc2cc(O)c(O)c(O)c12	?	0.71µM*	8	0.16µM*	-98%	0.89µM*	4%&-16%	13µM*	1%&13%
COc1cccc(OCC(O)CN2CCN(C(c3ccccc3)c3ccccc3)CC2)c1 (stereo unspecified)	-7%	.	2	.	-25%	6%	.	.	-4%
O=C(c1cccs1)c1coc2ccc(O)c(CN3CCOCC3)c12	4%	-3%	-3	1%	-1%	-10%	?	-3%	-2%
Cc1ncc([N+](=O)[O-])n1CCOC(=O)NC(NCc1ccccc1Cl)C(Cl)(Cl)Cl (stereo unspecified)	6%	15%	2	32%	-16%	-16%	-8%	6%	-4%
N#Cc1ccccc1NC(=O)Nc1ccc(Cl)cc1	-2%	0%	0	50%	-5%	-14%	-6%	1%	11%
Cc1ccnc2nc(C(=O)OCC(=O)c3ccc(Cl)cc3)nn12	3%	5%	0	.	2%	-7%	.	.	-4%
CN(Cc1ccccc1)S(=O)(=O)c1ccc2[nH]c(=O)oc2c1	-14%	-16%	1	-1%	-15%	-1%	-5%	1%	0%
C=CCN(C(=O)c1ccccc1)C1CCS(=O)(=O)C1 (stereo unspecified)	56%[activator]	42%	-4	10%	0%	-4%	2%	1%	-2%
CS(=O)(=O)N(CC(=O)N1CCN(Cc2ccccc2)CC1)c1ccccc1F	-24%	5%	-9	45%	10%	0%	-4%	?	1%
CSc1ccc(CN2C(=O)NC3(CCCCC3)C2=O)cc1	-1%	-4%	-6	-1%	-1%	1%	?	-8%	-2%
COc1ccc(C(=O)Nc2cc3c4c(c2)C(C)C(=O)N4CCC3)cc1OC (stereo unspecified)	40%[activator]	10%	1	.	-1%	-17%	.	.	-2%
CCOC(=O)C1CCN(C(=O)c2cc3c(=O)n4ccccc4nc3n2C)CC1	55%[activator]	2%	-11	3%	-7%	-8%	878%[activator]	0%	-3%
COc1ccc([N+](=O)[O-])cc1N(CC(O)CN1CCCCC1)S(=O)(=O)c1ccc(C)cc1 (stereo unspecified)	22%	1%	0	?	-3%	-11%	-22%	2%	-5%
CC(C)c1nc(SCC(=O)N2CC(=O)Nc3ccccc32)c2ccccc2n1	143%[activator]	4%	-8	-11%	-17%	-10%	-24%	1%	-7%
CSCC[C@H](NC(=O)OC(C)(C)C)c1nnc(SCc2ccccc2)o1	3%	-8%	-7	9%	-11%	-10%	-7%	-8%	-4%
COc1ccc([C@@H]2CC=C(C(=O)O)[C@H](c3ccccc3)N2S(=O)(=O)c2ccccc2C)cc1	25%	3%	-4	.	-17%	-17%	.	.	-4%
COc1cc(NC(=O)C2CCN(S(=O)(=O)c3ccc4c(c3)CC(C)N4C(C)=O)CC2)cc(OC)c1OC (stereo unspecified)	27%	-7%	-2	21%	-13%	-3%	-4%	0%	-2%
CN(Cc1ccccc1)c1nc2c(c(=O)[nH]c(=O)n2C)n1CCCSc1ncccn1	-14%	-2%	1	13%	-5%	-7%	-14%	-2%	-3%
CCN1CCCC1CNC(=O)C(=O)NC1CC1 (stereo unspecified)	70%[activator]	9%	-4	1%	-16%	1%	-10%	2%	-2%
CC1CCN(CC(=O)N2CCN(c3ccccc3)CC2)CC1	25%	21%	1	4%	-16%	5%	-4%	-1%	-1%
COc1cccc(OCc2nnc3n2N=C(c2ccccc2)C(CC(=O)O)S3)c1 (stereo unspecified)	39%[activator]	-1%	-6	2%	-3%	-2%	4%	1%	-7%
COc1cccc(CNC(=O)C(C)n2ncn3cccc3c2=O)c1OC (stereo unspecified)	?	.	2	-10%	-18%	-13%	?	-13%	-3%
COc1ccc(C(=O)CSc2nc(C)cc(C)c2C(=O)Nc2ccccc2C)cc1	15%	.	3	5%	-18%	2%	?	-2%	0%
CCN(CC)C(=O)Cn1cc(C(=O)C(=O)NCc2cccnc2)c2ccccc21	26%	38%	-1	13%	-18%	0%	0%	1%	-1%
COc1ccc(S(=O)(=O)CC(=O)Nc2ccccc2Cl)cc1	1%	10%	-5	-2%	5%	-9%	-4%	-13%	-2%
COC(=O)c1cc(OC)c(OC)cc1NC(=O)CSc1ccc(C)cc1	29%	?	-2	53%	-15%	6%	-7%	-1%	0%
Cc1nc(SCc2ccc([N+](=O)[O-])cc2)n[nH]1	26%	17%	-7	31%	2%	-11%	-22%	0%	3%
O=C(CN1CCC(NC(=O)Nc2ccc(F)cc2)CC1)Nc1ccccc1[N+](=O)[O-]	29%	3%	0	0%	-17%	-1%	0%	-4%	-1%
CC(=C1C(=O)c2ccccc2C1=O)N1CCc2ccccc2C1	85%[activator]	-5%	9	-1%	-8%	-14%[60.1 µM]	-1%	-10%	0%
CN=c1scc(-c2ccc(F)cc2)n1/N=C/c1ccc(O)c(O)c1	?	?	19	5µM*	?	-23%	2%	-16%	-11%
Cn1cnnc1SCC(=O)c1cccc([N+](=O)[O-])c1	14%	-4%	4	6%	-6%	-16%	-8%	1%	-1%
CC(C)(C)NCC(O)COc1c(F)cc(Br)cc1F (stereo unspecified)	16%	8%	-6	-19%	-7%	-9%	-11%	1%	-2%
CCOc1ccc(NC(=O)CSc2nc(-c3cccs3)cc(C(F)(F)F)n2)c([N+](=O)[O-])c1	5%	2%	-11	56%	-19%	-9%	-11%	0%	-2%
O=C(/C=C/c1ccc(Cl)cc1)N1CCN(c2ccccn2)CC1	18%	8%	-1	-24%	2%	-20%	-11%	-6%	-7%

Six of the compounds above, bar-delimited.
Molecule | POLI inh | APE1 inh | LDHA block | POLB inh | Pol eta inh | Pol kappa inh | Apoferritin bind | BLM helicase inh | GRP78 ERSR act
COc1cc(NC(=O)C2CCN(S(=O)(=O)c3ccc4c(c3)CC(C)N4C(C)=O)CC2)cc(OC)c1OC (stereo unspecified) | 27% | -7% | -2 | 21% | -13% | -3% | -4% | 0% | -2%
CN(Cc1ccccc1)c1nc2c(c(=O)[nH]c(=O)n2C)n1CCCSc1ncccn1 | -14% | -2% | 1 | 13% | -5% | -7% | -14% | -2% | -3%
CCN1CCCC1CNC(=O)C(=O)NC1CC1 (stereo unspecified) | 70%[activator] | 9% | -4 | 1% | -16% | 1% | -10% | 2% | -2%
CC1CCN(CC(=O)N2CCN(c3ccccc3)CC2)CC1 | 25% | 21% | 1 | 4% | -16% | 5% | -4% | -1% | -1%
COc1cccc(OCc2nnc3n2N=C(c2ccccc2)C(CC(=O)O)S3)c1 (stereo unspecified) | 39%[activator] | -1% | -6 | 2% | -3% | -2% | 4% | 1% | -7%
COc1cccc(CNC(=O)C(C)n2ncn3cccc3c2=O)c1OC (stereo unspecified) | ? | . | 2 | -10% | -18% | -13% | ? | -13% | -3%

An excerpt from above in order of length of the SMILES, falling.
SMILES	POLI inh	APE1 inh	LDHA block	POLB inh	Pol eta inh	Pol kappa inh	Apoferritin bind	BLM helicase inh	GRP78 ERSR act
COc1ccc(C(=O)CSc2nc(C)cc(C)c2C(=O)Nc2ccccc2C)cc1	15%	.	3	5%	-18%	2%	?	-2%	0%
COc1cccc(OCc2nnc3n2N=C(c2ccccc2)C(CC(=O)O)S3)c1 (stereo unspecified)	39%[activator]	-1%	-6	2%	-3%	-2%	4%	1%	-7%
CSCC[C@H](NC(=O)OC(C)(C)C)c1nnc(SCc2ccccc2)o1	3%	-8%	-7	9%	-11%	-10%	-7%	-8%	-4%
O=C(/C=C/c1ccc(Cl)cc1)N1CCN(c2ccccn2)CC1	18%	8%	-1	-24%	2%	-20%	-11%	-6%	-7%

Next compounds follow.
SMILES	POLI inh	APE1 inh	LDHA block	POLB inh	Pol eta inh	Pol kappa inh	Apoferritin bind	BLM helicase inh	GRP78 ERSR act
COc1ccc(C2=CSC3=NCCN23)cc1[N+](=O)[O-]	139%[activator]	-10%	0	37%	-9%	-5%	-4%	5%	-4%
O=C(c1cccc(S(=O)(=O)N2CCc3ccccc3C2)c1)N1CCN(c2ccccc2)CC1	5%	2%	-1	-21%	-12%	-3%	-5%	-9%	-4%
CC1C(=O)NN=C1c1ccc([N+](=O)[O-])cc1 (stereo unspecified)	-2%	.	0	.	-15%	-3%	.	.	-3%
O=C(O)/C=C/C(=O)c1ccc2c(c1)CCc1ccccc1-2	1.6µM*	-7%	-2	.	35µM*	-15%	.	.	-13%
